Source: PubChem BioAssay (The Scripps Research Institute Molecular Screening Center)
GSTO1 inh – inhibitors of recombinant GSTO1, primary screen, counter-screen for RBBP9 inhibitor project, biochemical, fluorescence polarization; Glutathione S-transferase omega-1 (Homo sapiens), P78417; activity-based probe fluorescence polarization; inhibition, % at 5.96 µM; hit rate 1.1% among 300,000;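 active means inhibition above the campaign mean inhibition plus 3 SD, cut at about 35% in these data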;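 further: 0% = GSTO1-1 with DMSO and 100% = wells lacking GSTO1-1 enzyme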
PAFAH1B3 inh – PAFAH1B3 enzyme inhibitors, primary screen, biochemical, fluorescence polarization, human; Platelet-activating factor acetylhydrolase IB subunit alpha1 (Homo sapiens), Q15102; recombinant PAFAH1B3, FP-rhodamine probe; inhibition, % at 3.39 µM; hit rate 0.28% among 340,000; AID 492972, 2010;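 active means inhibition above the screen-wide average of all tested compounds plus 3 SD, cut at about 25% in these data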;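 further: 0% = enzyme with DMSO only and 100% = wells lacking PAFAH1B3 protein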
LYPLA2 counter – LYPLA2 inhibitors, primary screen, counter-screen for PME1 inhibitor project, biochemical, fluorescence polarization, FP-Rh probe ABPP. Acyl-protein thioesterase 2 (Homo sapiens), O95372. recombinant LYPLA2. AID 2177, 2009. hit rate 0.38% among 320,000. inhibition, % at 5.9 µM;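 active means inhibition above the screen-wide mean plus 3 SD, limit set per campaign, cut at about 26% in these data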;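 further: 0% = LYPLA2 with DMSO and 100% = wells lacking LYPLA2 enzyme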
pPAFAH inh – pPAFAH enzyme inhibitors, primary screen, biochemical, fluorescence polarization, human; hit rate 1.5% among 330,000; inhibition, % at 3.39 µM; recombinant pPAFAH, FP-rhodamine probe fluorescence polarization; Platelet-activating factor acetylhydrolase (Homo sapiens), Q13093;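 active means inhibition above the mean inhibition across the screen plus 3 SD, cut at about 25% in these data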;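 further: inhibitors block binding of the rhodamine activity-based probe so polarization drops; 0% = enzyme with DMSO and 100% = wells lacking pPAFAH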
PAD4 FP inh – human PAD4 inhibitors, primary screen, biochemical, fluorescence polarization, 1536-well format; recombinant PAD4, RCA probe fluorescence polarization; inhibition, % at 6.36 µM; hit rate 0.41% among 330,000;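 active means percent inhibition above a cutoff equal to the mean of all tested compounds plus 3 SD, cut at about 15% in these data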;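 further: 0% = PAD4 with RCA probe and DMSO and 100% = probe without PAD4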
Target sequence (Q9UM07 whole entry, looked up): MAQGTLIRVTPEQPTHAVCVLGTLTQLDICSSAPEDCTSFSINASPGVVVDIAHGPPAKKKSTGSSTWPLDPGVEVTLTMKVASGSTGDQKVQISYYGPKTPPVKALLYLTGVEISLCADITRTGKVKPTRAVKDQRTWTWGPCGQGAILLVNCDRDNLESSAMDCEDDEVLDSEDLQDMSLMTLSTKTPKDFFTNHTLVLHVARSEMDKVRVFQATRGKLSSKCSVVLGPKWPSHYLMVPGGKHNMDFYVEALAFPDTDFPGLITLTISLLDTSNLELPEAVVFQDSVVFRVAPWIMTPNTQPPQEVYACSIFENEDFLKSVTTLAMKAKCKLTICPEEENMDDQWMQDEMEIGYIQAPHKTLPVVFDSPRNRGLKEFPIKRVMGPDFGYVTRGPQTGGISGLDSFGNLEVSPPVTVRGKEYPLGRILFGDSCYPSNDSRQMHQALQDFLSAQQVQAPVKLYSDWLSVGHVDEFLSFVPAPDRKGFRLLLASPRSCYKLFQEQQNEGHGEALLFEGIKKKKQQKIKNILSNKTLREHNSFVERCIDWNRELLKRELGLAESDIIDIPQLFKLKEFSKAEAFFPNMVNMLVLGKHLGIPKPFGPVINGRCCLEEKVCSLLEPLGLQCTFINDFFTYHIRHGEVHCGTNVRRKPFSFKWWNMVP
PREPL inh – PREPL enzyme inhibitors, primary screen, biochemical, fluorescence polarization; Prolyl endopeptidase-like (Homo sapiens), Q4J6C6; recombinant PREPL, fluorescence polarization activity-based probe; inhibition, % at 5.96 µM; hit rate 0.68% among 320,000; AID 2751, 2010; in the data active means inhibition above about 43%;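 further: 0% = enzyme with DMSO and 100% = wells lacking enzyme; many of its hits are not listed in these tables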
LYPLA1 inh – LYPLA1 inhibitors, primary screen, counter-screen for PME1 inhibitor project, biochemical, fluorescence polarization, FP-Rh probe ABPP; recombinant LYPLA1; Acyl-protein thioesterase 1 (Homo sapiens), O75608; hit rate 0.16% among 320,000; inhibition, % at 5.9 µM;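 active means inhibition above the mean of all tested compounds plus 3 SD, set per campaign, cut at about 14% in these data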;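 further: inhibitors block serine hydrolase probe labeling of LYPLA1 so polarization falls; 0% = enzyme with DMSO and 100% = wells lacking LYPLA1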
PAFAH2 inh – PAFAH2 enzyme inhibitors, primary screen, biochemical, fluorescence polarization, human; inhibition, % at 3.39 µM; hit rate 0.99% among 340,000; recombinant PAFAH2, FP-rhodamine activity probe; AID 492956, 2010; Platelet-activating factor acetylhydrolase 2, cytoplasmic (Homo sapiens), Q99487;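 active means inhibition above the mean over all tested compounds plus 3 SD, cut at about 30% in these data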;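 further: inhibitors block probe labeling of enzyme so polarization drops; 0% = enzyme with DMSO and 100% = wells lacking PAFAH2 protein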
PAFAH1B2 inh – PAFAH1B2 enzyme inhibitors, primary screen, biochemical, fluorescence polarization, human | recombinant PAFAH1B2, FP-rhodamine activity probe | hit rate 1.2% among 340,000 | inhibition, % at 3.39 µM;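 active means inhibition above the mean of all tested compounds plus 3 SD, cut at about 24% in these data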;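 further: 0% = enzyme with DMSO and 100% = wells lacking PAFAH1B2; many of its hits are not listed in these tables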
Target sequence (P68402 whole entry, looked up): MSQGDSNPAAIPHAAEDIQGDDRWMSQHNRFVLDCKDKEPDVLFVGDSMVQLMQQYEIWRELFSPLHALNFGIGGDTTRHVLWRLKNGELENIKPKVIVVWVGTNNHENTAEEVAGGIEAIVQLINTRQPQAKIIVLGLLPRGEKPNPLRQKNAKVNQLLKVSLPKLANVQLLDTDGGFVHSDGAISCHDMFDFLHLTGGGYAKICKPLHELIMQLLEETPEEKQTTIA
* marks the source's active call; other numbers are inactive results; . = no result given. Only part of the results is shown; count on the stated rates, not on these rows.

The opening two records as a preview:
SMILES	GSTO1 inh	PAFAH1B3 inh	LYPLA2 counter	pPAFAH inh	PAD4 FP inh	PREPL inh	LYPLA1 inh	PAFAH2 inh	PAFAH1B2 inh
CC1CCCN(S(=O)(=O)c2ccc(NC(=O)CN3CCN(C)CC3)cc2)C1 (centres undefined)	-7	8	4	1	6	-9	3	-1	1
N#CCCS(=O)(=O)c1nnnn1-c1ccccc1	-3	.	-1	1	0	19	-4	.	.

The list itself (from the top)
SMILES	GSTO1 inh	PAFAH1B3 inh	LYPLA2 counter	pPAFAH inh	PAD4 FP inh	PREPL inh	LYPLA1 inh	PAFAH2 inh	PAFAH1B2 inh
CC1CCCN(S(=O)(=O)c2ccc(NC(=O)CN3CCN(C)CC3)cc2)C1 (centres undefined)	-7	8	4	1	6	-9	3	-1	1
N#CCCS(=O)(=O)c1nnnn1-c1ccccc1	-3	.	-1	1	0	19	-4	.	.
Cc1ccc(NC(=O)c2noc3c2CCc2ccccc2-3)cc1	0	10	-5	-1	5	4	-6	1	4
CC(OCC(O)CN(C)Cc1nc2ccccc2c(=O)[nH]1)c1ccc(Cl)cc1 (centres undefined)	-17	-3	0	7	-4	0	-3	1	28*
CCCn1nc2cc(C(=O)NCc3ccc(OC(F)(F)F)cc3)ccc2c1OCC	-1	-7	-9	14	0	2	-1	1	5
Nc1ccccc1C(=O)N(Cc1ccccc1)Cc1ccccc1	-4	4	2	5	0	12	1	12	1
COc1ccc(NS(=O)(=O)c2c(C)n(C)c(=O)n(C)c2=O)cc1	4	-1	-6	1	2	-4	-1	4	4
COc1ccc(Cl)cc1NC(=O)CN(C)CC(=O)Nc1cc(OC)c(OC)c(OC)c1	-4	1	3	0	-6	11	4	-5	-4
O=C(COC(=O)c1ccc(S(=O)(=O)C(F)F)cc1)Nc1ccccc1C(=O)NC1CC1	.	8	9	8	15*	5	3	-5	4
OC(c1nnc(-c2ccccc2)o1)c1cccs1 (centres undefined)	9	12	1	1	4	0	-1	-3	5
COc1ccc(Cc2nc(-c3ccc(NC(=O)c4cccnc4)cc3)no2)cc1	-11	9	-4	-2	-6	8	-1	-2	-1
CC(=O)/C(=N\Nc1ccccc1Cl)Sc1nnc(-c2ccccc2)n1-c1ccccc1	-5	2	-6	-3	5	-3	-6	1	9
CC(=O)N1CCN(c2nc(-c3cccs3)nc3ccccc23)CC1	-2	10	-5	0	-3	9	0	5	2
CCC(C(=O)Nc1ccccc1F)n1nc(C)c2c(C)n(-c3ccccc3)nc2c1=O (centres undefined)	10	4	1	3	-2	8	0	-2	0
Cc1nn(CC(=O)N/N=C/c2cccs2)c(C)c1[N+](=O)[O-]	6	-4	3	2	-1	6	1	-4	0
CC(c1nnc(SCC(=O)N2CCc3ccccc32)n1-c1ccc(Cl)cc1)N(C)C (centres undefined)	-3	6	-3	4	5	30	-1	-5	1
CCN(Cc1ccccc1)C(=O)COc1ccccc1	1	8	-2	7	1	1	0	2	3
CCC(=O)N1CC23C=CC(CC2CC12CCCCC2)O3 (centres undefined)	-2	4	4	3	-4	0	0	7	5
Cc1nc(/N=C(\N)NC(=O)c2ccccc2)nc2ccccc12	-5	8	0	1	2	-10	-1	1	2
O=C(CN1CCCC1)Nc1ccc(Br)cc1[N+](=O)[O-]	-2	1	-3	-1	-5	1	1	-2	-2
Cc1cccc2cc(CN(Cc3cccs3)Cc3nnnn3Cc3ccccc3)c(=O)[nH]c12	-7	14	-2	6	2	-35	-1	2	8
Cc1ccccc1C1=N/C(=C/c2cccnc2)C(=O)O1	4	0	3	4	-1	7	1	5	3
Cc1ccccc1NC(=O)C1CCC(=O)N1 (centres undefined)	1	6	0	4	3	-5	-2	-5	-4
Cc1ccc(Nc2ncnc3c2oc2ccccc23)cc1	-5	1	1	0	-3	8	-4	6	6
CCn1c(=O)c(C(=O)NNS(=O)(=O)c2ccc(Cl)cc2)c(O)c2ccccc21	-3	7	-2	7	-6	-9	-3	11	11
COCCCNS(=O)(=O)c1cc2c3c(c1)C(C)C(=O)N3CCC2 (centres undefined)	4	11	0	0	-6	17	1	-7	1
N#CCCSCc1ccc(OCC(=O)O)cc1	2	3	7	1	2	-1	-2	4	4
CCc1ccc2[nH]c3nc(C)cc(C)c3c(=O)c2c1	0	8	-11	-1	-3	-2	-6	-2	3
O=C(Cc1cccs1)N/N=C/C=C/c1ccco1	17	1	-6	25*	-3	7	-5	6	6
CCOC(=O)Cc1nnc(NC(=O)COc2ccc(F)cc2)s1	-3	8	3	1	-5	9	4	0	1
CCCn1c(=S)[nH]c2cc(C(=O)N3CCN(C4CCCCC4)CC3)ccc2c1=O	8	9	1	2	1	10	0	4	3
CCCCCOCC1CC(C/C(C)=N/NC(N)=S)C(=O)O1 (centres undefined)	1	5	1	1	3	5	1	1	6
Cc1cccc(NS(=O)(=O)c2cccc(C(=O)N3CCCC3)c2)c1	-5	0	2	27*	-1	-4	0	-2	2
CCc1ccc(CNC(=O)CCC(=O)n2ncc3cc(C)ccc32)cc1	5	1	0	-1	0	0	-2	-4	3
CC/C(=N\NC(=O)c1ccc(CN(C)S(=O)(=O)c2ccc(C)cc2)cc1)c1ccc(OC(F)F)cc1	1	8	-3	-2	4	12	0	-11	4
COc1cc(/C=N/Nc2ccc(Cl)c(C(=O)O)c2)ccc1OC(=O)c1ccc(F)cc1	20	12	2	3	-1	17	0	4	1
O=C(CCN1C(=O)c2ccccc2C1=O)Nn1cnnc1	4	7	2	1	-2	2	-3	-2	2
CN(C)Cc1cccc([N+](=O)[O-])c1O	-2	-1	2	3	-3	1	5	-1	6
COc1cccc(C2CC(c3ccccc3)=NN2S(=O)(=O)c2ccc(C)cc2)c1OC (centres undefined)	4	-16	-10	-5	-8	-8	-3	-54	-12
O=C(O)c1ccc(CNC(=O)c2ccc3c(c2)OCCO3)cc1	5	8	-1	0	-4	0	-4	0	8

Rewritten bar-delimited: entries from further up.
Structure | GSTO1 inh | PAFAH1B3 inh | LYPLA2 counter | pPAFAH inh | PAD4 FP inh | PREPL inh | LYPLA1 inh | PAFAH2 inh | PAFAH1B2 inh
COc1ccc(NS(=O)(=O)c2c(C)n(C)c(=O)n(C)c2=O)cc1 | 4 | -1 | -6 | 1 | 2 | -4 | -1 | 4 | 4
CC(OCC(O)CN(C)Cc1nc2ccccc2c(=O)[nH]1)c1ccc(Cl)cc1 (centres undefined) | -17 | -3 | 0 | 7 | -4 | 0 | -3 | 1 | 28*
O=C(Cc1cccs1)N/N=C/C=C/c1ccco1 | 17 | 1 | -6 | 25* | -3 | 7 | -5 | 6 | 6
Cc1ccccc1C1=N/C(=C/c2cccnc2)C(=O)O1 | 4 | 0 | 3 | 4 | -1 | 7 | 1 | 5 | 3
O=C(COC(=O)c1ccc(S(=O)(=O)C(F)F)cc1)Nc1ccccc1C(=O)NC1CC1 | . | 8 | 9 | 8 | 15* | 5 | 3 | -5 | 4
Nc1ccccc1C(=O)N(Cc1ccccc1)Cc1ccccc1 | -4 | 4 | 2 | 5 | 0 | 12 | 1 | 12 | 1

(more compounds)
SMILES	GSTO1 inh	PAFAH1B3 inh	LYPLA2 counter	pPAFAH inh	PAD4 FP inh	PREPL inh	LYPLA1 inh	PAFAH2 inh	PAFAH1B2 inh
O=C(c1cccc(-n2cccc2)c1)N1CCN(S(=O)(=O)c2ccc(F)cc2)CC1	-1	13	1	2	-2	-7	-3	1	-1
O=C(O)CCC(=O)NC1CCCCC1	4	5	-1	2	0	0	-1	7	0
COc1ccc(NC(C)=O)cc1C	7	3	1	1	1	4	1	0	6
CC1Cc2cc(/C(O)=C3/C(=O)C(=O)N(Cc4cccnc4)C3c3cccc(O)c3)ccc2O1 (centres undefined)	1	6	3	3	-4	0	1	2	3
COc1ccc(CNC(=O)Cn2c(=O)oc3cc(S(=O)(=O)N4CCCC4)ccc32)cc1	-1	5	6	2	3	17	2	0	2
O=C(CN1C(=O)c2ccccc2C1=O)OC(C(=O)c1ccc(Cl)cc1)c1ccccc1 (centres undefined)	-3	6	-4	5	-2	-7	0	4	10
Cc1nnc(SCC(=O)Nc2ccc(Br)cc2)n(N)c1=O	14	-1	1	-5	-8	5	-3	1	-2
Cc1onc(-c2ccccc2)c1C(=O)N1CCN(S(=O)(=O)c2ccc(OC(F)(F)F)cc2)CC1	-2	8	1	-4	-4	5	-1	-16	4
CC(=O)N(C)C(c1ccc(N(C)C)cc1)c1nnnn1-c1c(C)cccc1C (centres undefined)	2	6	4	3	1	1	2	17	1
COc1ccc(-n2cnnc2SCC(=O)Nc2ccccc2F)cc1	-6	10	-1	3	-1	-9	-2	2	8
CC1CCCCC1NC(=O)CSc1nc2ccccc2c(=O)n1Cc1ccco1 (centres undefined)	4	-16	2	0	1	2	6	-5	-3
O=C(CSc1nc2[nH]ncc2c(=O)[nH]1)Nc1ccccc1F	-2	15	5	4	-3	-88	-1	0	0
CC(C)(C)C(=O)NC(=S)Nc1sc2c(c1C#N)CCCCC2	2	5	-6	7	-2	6	-2	-8	1
Cc1ccc(-n2cc(CN3CCN(C(=O)c4ncn[nH]4)CC3)c(-c3ccc(F)cc3)n2)cc1	0	0	2	0	1	17	-1	-1	3
COc1ccc(Cl)cc1NC(=O)CN(C)C(=O)C1CCN(C(=O)Nc2ccccc2)CC1	.	-4	-4	2	4	0	-3	4	-5
Cc1cccc(C(=O)N2CCCC(N3CCN(c4ccccc4F)CC3)C2)n1 (centres undefined)	4	6	8	8	0	12	-1	-2	-1
CC(=O)NCCn1c(SCC(=O)NCCC2=CCCCC2)nc2ccccc2c1=O	3	12	10	2	3	5	3	3	10
FC(F)Sc1ccc(NC(=S)NC2CCCC2)cc1	1	3	-4	0	-8	-3	0	0	0
Cn1c(/C(C#N)=N/O)nc2ccccc21	1	0	9	4	-2	0	1	1	-5
